NTR1 ag: agonists of NTR1, primary screen, imaging, U2OS cells, beta-arrestin-GFP, high content (AID 493036). P30989. NTR1-U2OS beta-arrestin-GFP spot imaging, agonist mode. activation, % at 20 µM. hit rate 0.17% among 330,000;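 active = activation at or above 40% of the spot to cytoplasm intensity ratio, with at least 20 cells analyzed; inconclusive = wells under 20 cells, flagged as cytotoxic or low count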;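 note: 0% = DMSO without peptide and 100% = 100 nM NTR1 peptide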
Target sequence (P30989 whole entry, looked up): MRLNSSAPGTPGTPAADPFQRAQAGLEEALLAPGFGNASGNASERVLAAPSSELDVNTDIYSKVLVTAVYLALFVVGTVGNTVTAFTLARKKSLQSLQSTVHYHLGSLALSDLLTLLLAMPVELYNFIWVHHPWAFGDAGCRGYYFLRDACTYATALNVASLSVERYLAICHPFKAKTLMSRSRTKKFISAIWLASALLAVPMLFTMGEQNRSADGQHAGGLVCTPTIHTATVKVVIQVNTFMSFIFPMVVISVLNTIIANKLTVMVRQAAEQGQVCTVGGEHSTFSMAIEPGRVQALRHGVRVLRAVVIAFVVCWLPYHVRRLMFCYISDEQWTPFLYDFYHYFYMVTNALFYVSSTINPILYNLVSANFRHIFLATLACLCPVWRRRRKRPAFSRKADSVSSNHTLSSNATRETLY
Myeloid diff MLP: compounds promoting myeloid differentiation. ER-HoxA9 myeloid progenitors, lysozyme-GFP differentiation, flow cytometry. hit rate 1% among 360,000. AID 624256. calls only at 10 µM;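 active = normalized GFP-positive differentiation at or above the plate's own cutoff, the solvent-only control mean plus 3 SD; inconclusive = no clear call, values can overlap the other calls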;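 note: cells exposed to compound for four days before flow analysis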
MgcRacGAP inhibition: MgcRacGAP GTPase-activating activity inhibitors, confirmation, biochemical, ADP Hunter fluorescence; MgcRacGAP-stimulated Rac1 GTP hydrolysis, ADP Hunter fluorescence; higher % means a stronger effect; GST-tagged Rac1 F28L mutant substrate; AID 624330; hit rate 0.6% among 340,000; inhibition, % at 30 µM, or IC50 in µM where a hit was titrated;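 active = first-screen hits whose inhibition reached a set limit at any dose in the follow-up dose series; inconclusive = inhibition above the set first-screen limit but never retested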;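 note: fluorescence reports GDP produced by GAP-driven GTP hydrolysis; strong numbers were not always called active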
NTR1 ag cell count 20 µM: second read-out of NTR1 ag, no call of its own (marks repeat the call); cell count; measured here: cell count, cytotoxicity flag
Myeloid diff MLP GFP+ MAC1+ %: also measured in Myeloid diff MLP; calls as there; GFP+ MAC1+ double positive, %; measured here: differentiation confirmed by MAC1 staining
An asterisk follows results filed as active; i = inactive; ? = inconclusive; / = no result given. Only part of the results is shown; the hit share may differ from the screen's.

SMILES | NTR1 ag | NTR1 ag cell count 20 µM | Myeloid diff MLP | Myeloid diff MLP GFP+ MAC1+ % | MgcRacGAP inhibition
CCc1ccccc1NC(=O)CN1CCN(C(=O)CN2C(=O)NC3(CCCCC3C)C2=O)CC1 (stereo not drawn) | -0.8 | 58 | i | 0.7 | 7.8%
CCC(C)c1ccccc1NC(=O)c1cccc(-n2cnnn2)c1 (stereo not drawn) | -0.6 | 71 | i | 0.7 | -1.3%
COc1ccccc1-c1nn(Cc2ccccc2)cc1C(=O)NCC(c1ccco1)N1CCCC1 (stereo not drawn) | 0.0 | 62 | i | 0.6 | -6.6%
CN(CC(=O)NC(=O)NC1CCCCC1)CC(=O)Nc1ccc(Cl)cc1 | 0.6 | 54 | i | 0.9 | 4.5%
COc1ccc(NC(=O)N(C)C[C@H]2Oc3c(NC(=O)C4CC4)cccc3C(=O)N([C@H](C)CO)C[C@@H]2C)cc1 | 9.1 | 61 | i | 0.7 | -6.1%
CCOC(=O)C1=C(c2ccccc2)c2ccccc2OC1C(=O)OCC (stereo not drawn) | 0.6 | 56 | i | 0.3 | 6.4%
Cc1cc(Cl)ccc1OC(C)C(=O)OCC(=O)c1ccc[nH]1 (stereo not drawn) | 0.1 | 67 | i | 0.7 | 3.6%
Cc1ccc2cccc(OCC(=O)Nc3cccc(S(=O)(=O)N4CCCC4)c3)c2n1 | 10.9 | 50 | i | 0.4 | 1.9%
CCN(CC(=O)NCc1cccs1)CC(=O)Nc1ccccc1C | -2.3 | 67 | i | 0.4 | 0.9%
S=c1[nH]nc(-c2ccco2)n1-c1ccc(Br)cc1 | 0.2 | 58 | i | 0.5 | 5.8%
CN(C)S(=O)(=O)c1ccc2c(c1)C(=O)c1cc(S(=O)(=O)N(C)C)ccc1CC2 | 3.9 | 61 | i | 0.9 | 9.4%
Cc1ccc(OCCNC(=O)c2cccc(S(=O)(=O)N3CCN(C)CC3)c2)cc1 | -1.5 | 69 | i | 0.5 | 4.1%
CC(NC(=O)c1cccc(S(=O)(=O)N2CCc3ccccc3C2)c1)c1ccco1 (stereo not drawn) | 0.2 | 58 | i | 0.3 | 5.3%
O=C1NC[C@@H](c2ccccc2)OC(=O)[C@H](Cc2ccc(F)cc2)CC/C=C/C[C@H]1CC(=O)N(CCO)Cc1ccccc1 | 9.7 | 45 | i | 0.0 | 2.4%
COc1ccccc1C(=O)NC(=O)CSc1nc2nc(C)cc(C)n2n1 | 3.7 | 57 | i | 0.1 | 5.8%
CCN(C[C@H]1N[C@@](C)(C(=O)OC)[C@H]2C(=O)N(Cc3ccccc3)C(=O)[C@@H]12)C(=O)Nc1ccc(Cl)cc1 | 1.1 | 53 | i | 1.4 | 10.9%
C[C@H](CO)N1C[C@H](C)[C@@H](CN(C)S(=O)(=O)c2ccc(F)cc2)Oc2c(NS(=O)(=O)c3ccccc3)cccc2C1=O | -0.3 | 65 | i | 1.4 | 5.3%
N#Cc1ccccc1S(=O)(=O)N1CCN(C(=O)c2cn(-c3ccccc3)nc2-c2cccnc2)CC1 | -0.3 | 61 | i | 0.2 | 2.2%
CCN1C(=O)[C@@H]2[C@@H](c3ccc(-c4ccc5c(c4)OCO5)c(OC)c3)N3CCC[C@@]3(C(=O)OC)[C@@H]2C1=O | -0.6 | 76 | i | 0.3 | 15.6%
CCN1C(=NCCCOC(C)C)N[C@@H](CCc2ccccc2)[C@H](C(=O)NCCCOC(C)C)[C@H]1C | -1.9 | 54 | i | 1.5 | 6.2%
O=S(=O)(c1ccccc1)N1CCN(Cc2c(O)ccc3ccccc23)CC1 | 6.1 | 47 | i | 1.4 | 13.1%
O=C(COC(=O)c1cnc(Cl)c(Cl)c1)NC1CCCCCC1 | 4.3 | 49 | i | 0.1 | 0.2%
Cc1cccc(C)c1NC(=O)CN(C)C(=O)C1CCCCC1 | 1.0 | 59 | i | 0.5 | 5.3%
CC(C)NC(=O)N(C)C[C@H]1Oc2ccc(NC(=O)Nc3ccc(C(F)(F)F)cc3)cc2C(=O)N([C@H](C)CO)C[C@@H]1C | -0.1 | 54 | i | 1.0 | 4.3%
Cc1cccc(OCCC(=O)NNC(=O)c2ccoc2C)c1 | 1.1 | 73 | i | 0.2 | 1.3%
(more compounds)
SMILES | NTR1 ag | NTR1 ag cell count 20 µM | Myeloid diff MLP | Myeloid diff MLP GFP+ MAC1+ % | MgcRacGAP inhibition
C=C/C(C)=C/C[C@H]1C(=C)CCC2[C@](C)(C(=O)O)CCC[C@@]21C (stereo partly drawn) | 16.8 | 100 | i | 3.3 | 3.7%
COc1ccc(S(=O)(=O)N2CCC(C(=O)NC(c3nc4ccccc4[nH]3)C(C)C)CC2)cc1 (stereo not drawn) | 2.9 | 41 | i | 1.1 | 3.3%
CCc1ccc([C@@H]2CC=C(C(=O)O)[C@H](c3ccc(C)cc3)N2S(=O)(=O)c2ccc(C)cc2)cc1 | 7.9 | 50 | i | 0.4 | 9.0%
O=C(COC(=O)Cn1cc(C(F)(F)F)ccc1=O)Nc1ccccc1 | -0.5 | 79 | i | 0.7 | 0.1%
O=C(CNS(=O)(=O)c1ccc(Cl)c(C(F)(F)F)c1)NC1CCCCC1 | 2.6 | 58 | i | 1.9 | 3.4%
CCOC(=O)C1CCN(C(=O)C(CCSC)NC(=O)COc2ccccc2)CC1 (stereo not drawn) | 0.2 | 51 | i | 0.8 | 1.6%
CCc1nnc(SCC(=O)Nc2ccc3ccccc3c2)n1N | -1.5 | 49 | i | 0.2 | 4.1%
O=C(COC(=O)C1CC1)NCCc1ccccc1 | 0.3 | 66 | i | 3.5 | -3.3%
O=c1c2ccccc2ncn1-c1cccc([N+](=O)[O-])c1 | 0.1 | 51 | i | 0.6 | 8.6%
Cc1ccc(-c2nc3cccnc3s2)cc1NC(=O)c1ccco1 | 2.1 | 48 | i | 8.0 | 7.7%
CC1CC(C)CN(S(=O)(=O)c2ccc(NC(=O)CCNC(=O)c3ccc([N+](=O)[O-])cc3)cc2)C1 (stereo not drawn) | 3.6 | 51 | i | 0.2 | 8.2%
CCN(CC(=O)NCc1cccs1)C(=O)c1cccc(S(=O)(=O)N2CC(C)OC(C)C2)c1 (stereo not drawn) | -0.7 | 64 | i | 0.8 | -2.8%
CC(OC(=O)c1cccc(S(=O)(=O)N2CCOCC2)c1)C(=O)NC1CCCCC1C (stereo not drawn) | 0.6 | 59 | i | 1.7 | 6.9%
O=C(OCC(=O)N1CCN(C(=O)c2ccco2)CC1)c1cncc(Br)c1 | -1.4 | 74 | i | 0.3 | 3.5%
CCOc1ccc(NC(=O)CN(C)C(=O)c2cc(C)nc3ccccc23)cc1OCC | -1.7 | 64 | i | 0.8 | -2.3%
Cc1ccc(S(=O)(=O)Nc2ncnc3sc(C)c(C)c23)cc1 | -0.5 | 62 | i | 0.3 | 5.1%
CC(=O)OC(C)(C)/C=C/C(=O)[C@](C)(O)C1[C@H](O)C[C@@]2(C)C3CC=C4C(C=C(O[C@@H]5O[C@H](CO)[C@@H](O)[C@H](O)[C@H]5O)C(=O)C4(C)C)[C@]3(C)C(=O)C[C@]12C (stereo partly drawn) | -3.6 | 49 | ? | / | -14.7%
COc1ccccc1-c1nn(-c2ccccc2)cc1C(=O)NC1CC1 | -0.9 | 46 | i | 0.2 | 2.4%
COC(=O)c1ccc(COC(=O)CSCC(=O)Nc2ccc(C)cc2C)cc1 | 2.0 | 76 | i | 0.7 | -0.1%
O=C(Nc1ccccc1N1CCCC1)C1=COCCO1 | 1.2 | 37 | i | 2.1 | 11.2%
Cc1ccc(CNc2ccc(N3CCN(C)CC3=O)cc2)cc1 | -2.3 | 47 | i | 3.1 | 3.2%
CC(C)Cn1c(N)c(C(=O)COC(=O)c2cc(S(=O)(=O)N3CCOCC3)ccc2Br)c(=O)n(C)c1=O | 0.8 | 65 | i | 0.5 | 10.1%
Oc1ccc(Cl)cc1CNCc1ccc(F)c(F)c1 | 4.6 | 76 | i | 0.5 | 2.9%
O=C(NCC(=O)N1CCN(c2ncccn2)CC1)c1ccc(F)cc1 | -1.2 | 54 | i | 0.5 | 1.7%
Cc1oc(-c2ccccc2)nc1C(=O)OCC(=O)NC(C)c1ccccc1 (stereo not drawn) | -1.9 | 92 | i | 0.4 | -1.2%

Not a retest: 2 of the compounds above.
SMILES | NTR1 ag | NTR1 ag cell count 20 µM | Myeloid diff MLP | Myeloid diff MLP GFP+ MAC1+ % | MgcRacGAP inhibition
O=C(NCC(=O)N1CCN(c2ncccn2)CC1)c1ccc(F)cc1 | -1.2 | 54 | i | 0.5 | 1.7%
Cc1oc(-c2ccccc2)nc1C(=O)OCC(=O)NC(C)c1ccccc1 (stereo not drawn) | -1.9 | 92 | i | 0.4 | -1.2%

Later entries.
SMILES | NTR1 ag | NTR1 ag cell count 20 µM | Myeloid diff MLP | Myeloid diff MLP GFP+ MAC1+ % | MgcRacGAP inhibition
CC1CC(C)CN(C(=O)COC(=O)/C=C/c2cccc([N+](=O)[O-])c2)C1 (stereo not drawn) | 2.0 | 56 | i | 0.8 | 0.2%
CSCCC(NC(=O)COc1ccccc1)C(=O)NCCOc1ccccc1 (stereo not drawn) | -3.1 | 56 | i | 0.8 | 5.6%
CCN(C(=S)NC(=O)Cc1ccc(OC)cc1)c1ccccc1 | 2.1 | 45 | i | 0.6 | 9.1%
CCCCCCCCCCCCN1[C@@H](CC(=O)O)c2cc(C(F)(F)F)ccc2S1(=O)=O | 1.9 | 87 | i | 1.7 | 13.0%
CCc1ccccc1NC(=O)CN(C)C(=O)COC(=O)c1ccccc1Cl | 0.4 | 57 | i | 1.2 | 3.3%
CN(C)C1(CNC(=O)c2cccc(S(=O)(=O)NCc3ccccc3)c2)CCCCC1 | -1.5 | 78 | i | 0.4 | -2.1%
CSCCC(NC(=O)COc1ccccc1)C(=O)N1CC(C)OC(C)C1 (stereo not drawn) | -1.7 | 84 | i | 1.0 | 1.4%
Cc1cccc(N2CCN(C(=O)c3ccc(NC(=O)CC4SC(N5CCCC5)=NC4=O)cc3)CC2)c1C (stereo not drawn) | 6.8 | 63 | i | 0.3 | 1.7%
O=C(Cc1ccc(S(=O)(=O)N2CCCC2)s1)Nc1cccc([N+](=O)[O-])c1 | -1.9 | 48 | i | 1.1 | 7.2%
COc1ccc2[nH]c3c(c2c1)CCN1C(=O)C(CC(=O)NCC24CC5CC(CC(C5)C2)C4)C[C@H](C(=O)N2CCCCC2)[C@@]31C (stereo partly drawn) | 6.5 | 50 | i | 3.7 | 5.8%
COc1ccc(S(=O)(=O)N2CCN(CC(=O)Nc3c(C)n[nH]c3C)CC2)cc1OC | -1.0 | 47 | i | 1.2 | -0.5%
CCOC(=O)N1CCC(NC(=O)C2CCC(Cn3c(=O)[nH]c4ccccc4c3=O)CC2)CC1 (stereo not drawn) | -1.6 | 95 | i | 1.0 | 7.9%
CO[C@H]1[C@@H]2C=CO[C@@H](O[C@H]3O[C@@H](CO)[C@H](O)[C@@H](O)[C@@H]3O)[C@@H]2[C@@]2(CO)O[C@@H]12 | -1.8 | 41 | i | 0.2 | 10.6%
C#CCOc1ccc(CNC[C@H]2O[C@@H](n3cnc4c(N)ncnc43)[C@H](O)[C@@H]2O)cc1 | 1.3 | 60 | i | 0.6 | 2.8%
COc1cc([C@@H]2CC=C(C(=O)O)[C@H](c3ccc(C)cc3)N2S(=O)(=O)c2ccc(C)cc2)cc(OC)c1OC | -0.2 | 67 | i | 0.5 | 2.3%
Cc1ccc2c(c1)C1CN(C)CCC1N2S(=O)(=O)c1cc(C(F)(F)F)ccc1Cl (stereo not drawn) | -2.1 | 51 | i | 1.5 | -7.4%
COc1cccc(CC(=O)OCC(=O)c2cc(OC)ccc2OC)c1 | -2.4 | 64 | i | 0.3 | 4.8%
O=C(CCNS(=O)(=O)c1ccccc1Cl)OCc1nnc(-c2ccccc2Cl)o1 | -0.3 | 108 | i | 0.4 | 0.4%
COCCCNC(=O)C[C@H]1C[C@H](C(=O)N2CCOCC2)[C@@]2(CCC3CCCC3)c3[nH]c4cc(-c5ccco5)ccc4c3CCN2C1=O | 4.1 | 45 | i | 0.3 | 8.5%
CCCSc1ccc([C@@H]2[C@@H]3C(=O)N(CC)C(=O)[C@@H]3[C@]3(C(=O)OC)CCCCN23)cc1OC | 2.0 | 49 | i | 1.7 | 4.7%
CCCCN1CC(=O)N2[C@H]3c4cc(Cl)ccc4OC[C@@H]3[C@H](C(=O)OCC)[C@]2(C)C1=O | 2.8 | 60 | i | 0.8 | 5.1%
CCN1C(=NCC2CC2)N[C@@H](c2ccccc2)C(C(=O)OC)=C1C | 1.4 | 67 | i | 2.6 | 5.8%
CCN(c1ccccc1)S(=O)(=O)c1ccc(Oc2ccccc2C(C)=O)nc1 | -0.1 | 53 | i | 0.8 | 4.2%

Grouped by structure: the compounds so far containing an aryl thioether with sulfur outside any ring (3)
SMILES | NTR1 ag | NTR1 ag cell count 20 µM | Myeloid diff MLP | Myeloid diff MLP GFP+ MAC1+ % | MgcRacGAP inhibition
COc1ccccc1C(=O)NC(=O)CSc1nc2nc(C)cc(C)n2n1 | 3.7 | 57 | i | 0.1 | 5.8%
CCc1nnc(SCC(=O)Nc2ccc3ccccc3c2)n1N | -1.5 | 49 | i | 0.2 | 4.1%
CCCSc1ccc([C@@H]2[C@@H]3C(=O)N(CC)C(=O)[C@@H]3[C@]3(C(=O)OC)CCCCN23)cc1OC | 2.0 | 49 | i | 1.7 | 4.7%

High-throughput results (PubChem)
